Bioassay records as filed in PubChem.
PREPL inh: inhibitors of human prolyl oligopeptidase-like enzyme PREPL; recombinant PREPL, fluorescence polarization activity-based probe; inhibition, % at 5.96 µM; 320,000 tested, 0.68% active; AID 2751; in the data active = inhibition above about 43%;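 note: 0% = enzyme with DMSO and 100% = wells lacking enzyme; many of its hits are not listed in these tables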
EBNA-1 inhibitor: blocks EBNA-1 binding to DNA | EBNA-1 DNA binding, fluorescence polarization | inhibition, % at 14.8 µM | 300,000 tested, 0.34% active; in the data active = inhibition above about 28%
GSTO1 inh: counter-screen for RBBP9 inhibitors: inhibitors of human GSTO1. P78417. recombinant GSTO1, activity-based probe fluorescence polarization. inhibition, % at 5.96 µM. 300,000 tested, 1.1% active;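 active = inhibition above the campaign mean inhibition plus 3 SD, cut at about 35% in these data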;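 note: 0% = GSTO1-1 with DMSO and 100% = wells lacking GSTO1-1 enzyme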
Target sequence (P78417 whole entry, looked up): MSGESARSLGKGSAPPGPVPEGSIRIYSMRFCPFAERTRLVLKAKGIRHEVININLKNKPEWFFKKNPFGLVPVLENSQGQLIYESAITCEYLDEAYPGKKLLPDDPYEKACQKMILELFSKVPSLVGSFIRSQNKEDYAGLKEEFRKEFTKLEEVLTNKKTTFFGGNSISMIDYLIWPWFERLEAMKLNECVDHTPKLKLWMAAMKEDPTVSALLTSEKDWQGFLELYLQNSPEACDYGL
PAFAH2 inh: PAFAH2 (human) inhibition; Q99487; recombinant PAFAH2, FP-rhodamine activity probe, fluorescence polarization; inhibition, % at 3.39 µM; 340,000 tested, 0.99% active; AID 492956;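 active = inhibition above the mean over all tested compounds plus 3 SD, cut at about 30% in these data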;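 note: inhibitors block probe labeling of enzyme so polarization drops; 0% = enzyme with DMSO and 100% = wells lacking PAFAH2 protein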
PAFAH1B3 FP inh: PAFAH1B3 (human) inhibition. recombinant PAFAH1B3, FP-rhodamine probe, fluorescence polarization. 340,000 tested, 0.28% active. Q15102. inhibition, % at 3.39 µM. AID 492972;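 active = inhibition above the screen-wide average of all tested compounds plus 3 SD, cut at about 25% in these data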;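 note: 0% = enzyme with DMSO only and 100% = wells lacking PAFAH1B3 protein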
Target sequence (Q15102 whole entry, looked up): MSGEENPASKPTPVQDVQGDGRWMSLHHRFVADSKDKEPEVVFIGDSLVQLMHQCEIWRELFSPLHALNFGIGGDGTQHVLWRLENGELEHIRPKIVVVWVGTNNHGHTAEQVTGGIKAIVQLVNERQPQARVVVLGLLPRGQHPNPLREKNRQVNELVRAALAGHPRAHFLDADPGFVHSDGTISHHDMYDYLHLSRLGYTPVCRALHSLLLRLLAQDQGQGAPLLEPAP
ZTA DNA inh: blocks Epstein-Barr virus ZTA, an EBNA-1 counter-screen; inhibition, % at 11 µM; 320,000 tested, 0.15% active; P03206; ZTA-DNA binding, fluorescence polarization; AID 2234; in the data active = inhibition above about 33%
Target sequence (P03206 whole entry, looked up): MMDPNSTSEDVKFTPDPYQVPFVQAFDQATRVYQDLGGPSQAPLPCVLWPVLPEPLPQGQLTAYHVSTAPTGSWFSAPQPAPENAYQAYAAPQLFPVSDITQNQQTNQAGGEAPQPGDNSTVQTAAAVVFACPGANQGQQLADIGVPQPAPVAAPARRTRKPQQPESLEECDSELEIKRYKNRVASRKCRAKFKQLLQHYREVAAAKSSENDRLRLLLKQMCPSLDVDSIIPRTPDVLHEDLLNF
LYPLA2 counter: LYPLA2 (human) inhibition in PME1 counter-screen | recombinant LYPLA2, FP-Rh probe fluorescence polarization | inhibition, % at 5.9 µM | 320,000 tested, 0.38% active;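 active = inhibition above the screen-wide mean plus 3 SD, limit set per campaign, cut at about 26% in these data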;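 note: 0% = LYPLA2 with DMSO and 100% = wells lacking LYPLA2 enzyme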
Target sequence (O95372 whole entry, looked up): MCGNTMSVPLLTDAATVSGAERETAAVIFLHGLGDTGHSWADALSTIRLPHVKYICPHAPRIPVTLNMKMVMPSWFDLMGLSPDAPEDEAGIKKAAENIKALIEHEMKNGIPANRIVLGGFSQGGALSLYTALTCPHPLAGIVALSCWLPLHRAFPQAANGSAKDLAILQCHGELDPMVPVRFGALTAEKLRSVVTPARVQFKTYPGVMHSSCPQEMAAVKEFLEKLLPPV
LYPLA1 inh: LYPLA1 (human) inhibition in PME1 counter-screen; O75608; recombinant LYPLA1, FP-Rh probe fluorescence polarization; inhibition, % at 5.9 µM; 320,000 tested, 0.16% active; AID 2174;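 active = inhibition above the mean of all tested compounds plus 3 SD, set per campaign, cut at about 14% in these data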;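 note: inhibitors block serine hydrolase probe labeling of LYPLA1 so polarization falls; 0% = enzyme with DMSO and 100% = wells lacking LYPLA1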
PAD4 FP inh: PAD4 (human) enzyme inhibition; Q9UM07; 330,000 tested, 0.41% active; recombinant PAD4, RCA probe fluorescence polarization; inhibition, % at 6.36 µM;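 active = percent inhibition above a cutoff equal to the mean of all tested compounds plus 3 SD, cut at about 15% in these data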;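 note: 0% = PAD4 with RCA probe and DMSO and 100% = probe without PAD4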
* hit, by the source's call; · = no result given; & = joins results of further samples. Not all compounds are listed; count on the stated rates, not on these rows.

The opening 4 compounds as a preview:
smiles | EBNA-1 inhibitor | PAFAH2 inh | PAD4 FP inh | GSTO1 inh | ZTA DNA inh | PAFAH1B3 FP inh | PREPL inh | LYPLA1 inh | LYPLA2 counter
CN(C)S(=O)(=O)c1cccc(NC(=O)c2cccc(S(=O)(=O)N3CCc4ccccc43)c2)c1 | · | -44 | -3 | · | 7 | -25 | -8 | -43 | -73
O=C(Nc1nc(-c2ccccn2)cs1)c1cc2ccccc2o1 | -5 | 5 | -6 | 48* | 8 | 6 | 1 | -4 | -4
Cc1ccc(C)c(NC(=O)C(Sc2cccc[n+]2[O-])c2ccccc2)c1 (stereo not drawn) | 7 | 4 | -1 | -4 | 2 | 4 | -1 | -1 | 2
COc1ccc(C(CNC(=O)c2ccc(S(=O)(=O)Nc3ccccc3F)cc2)N(C)C)cc1 (stereo not drawn) | -11 | -2 | -8 | -1 | 4 | -3 | -1 | -2 | 3

The list itself, from the start:
smiles | EBNA-1 inhibitor | PAFAH2 inh | PAD4 FP inh | GSTO1 inh | ZTA DNA inh | PAFAH1B3 FP inh | PREPL inh | LYPLA1 inh | LYPLA2 counter
CN(C)S(=O)(=O)c1cccc(NC(=O)c2cccc(S(=O)(=O)N3CCc4ccccc43)c2)c1 | · | -44 | -3 | · | 7 | -25 | -8 | -43 | -73
O=C(Nc1nc(-c2ccccn2)cs1)c1cc2ccccc2o1 | -5 | 5 | -6 | 48* | 8 | 6 | 1 | -4 | -4
Cc1ccc(C)c(NC(=O)C(Sc2cccc[n+]2[O-])c2ccccc2)c1 (stereo not drawn) | 7 | 4 | -1 | -4 | 2 | 4 | -1 | -1 | 2
COc1ccc(C(CNC(=O)c2ccc(S(=O)(=O)Nc3ccccc3F)cc2)N(C)C)cc1 (stereo not drawn) | -11 | -2 | -8 | -1 | 4 | -3 | -1 | -2 | 3
Cc1cnc(-c2nnc(N(C)C(=O)c3cccnc3)s2)cn1 | 2 | 6 | -2 | 7 | -12 | 9 | 0 | 1 | 2
COc1ccc(C2NC(=O)NC(C)=C2C(=O)OCC2CCCCC2)cc1OC (stereo not drawn) | 10 | 2 | 1 | -7 | -11 | 0 | 10 | 4 | 8
Cc1cccn2c(=O)c(C=C(C#N)C#N)c(N3CCN(C)CC3)nc12 | 3 | 6 | 7 | -2 | 1 | 8 | -1 | -1 | -7
COc1ccc(CSc2nncn2C)cc1[N+](=O)[O-] | 2 | -7 | -5 | -4 | 10 | 3 | -4 | -4 | -3
CC(CCc1ccccc1)NC(=O)CSc1nnnn1C (stereo not drawn) | 6 | -1 | 1 | -2 | 10 | -7 | -1 | -1 | 1
Cc1ccc(NC(=O)CSCC(=O)Nc2ccccc2N2CCCC2)cc1 | -5 | 3 | -3 | -12 | -5 | 3 | 14 | 3 | 8
CCOc1ccc(S(=O)(=O)NCCSc2ccccc2)cc1 | -7 | 3 | -2 | -1 | -14 | 7 | -38 | 2 | -2
CCCn1c2ccccc2c2nnc(SCC(=O)OC)nc21 | 11 | 2 | -2 | -3 | -17 | 0 | 16 | 1 | 1
O=S(=O)(c1cc(F)ccc1F)N1CCN(C2CCCCC2)CC1 | 1 | 8 | -3 | -3 | 15 | -2 | 0 | -2 | 3
CN(C)CCn1c2c(c(SCC(=O)Nc3cccc4ccccc34)nc1=O)CCCC2 | -1 | 3 | 6 | -8 | -4 | 11 | 1 | 2 | 2
Cc1ccc(C(=O)Nc2cccnc2)cc1NC(=O)c1ccco1 | 2 | -5 | -2 | 9 | 2 | 1 | 1 | 4 | 1
COc1ccc(C(c2c(C)n(C)n(-c3ccccc3)c2=O)c2c(C)n(C)n(-c3ccccc3)c2=O)c(OC)c1OC | -2 | -9 | 5 | -1 | 7 | 7 | 8 | 1 | 6
Cc1ccccc1C(=O)NC(=S)N(C)C1CCCCC1 | 0 | -1 | 5 | 3 | -16 | 2 | 10 | 1 | 7
CCOC(=O)N1CCN(S(=O)(=O)c2ccc(C(=O)Nc3nc4ccccc4s3)cc2)CC1 | -13 | -8 | 0 | 0 | 0 | 0 | 17 | -3 | 1
COc1cc(NC(=O)NCCN2CCN(c3ccc(Cl)cc3)CC2)ccc1C | -8 | 9 | -5 | -3 | 1 | 5 | 35 | -4 | 4
Cc1c(S(=O)(=O)NCc2ccccc2)c(=O)n(C)c(=O)n1C | -2 | 3 | -6 | 11 | 9 | 6 | -6 | 2 | 4
Cc1cccc(Cn2c(N3CCN(c4ccccc4)CC3)nc3c2c(=O)n(C)c(=O)n3C)c1 | 1 | -4 | -1 | 6 | 0 | 12 | 24 | -4 | 0
Cc1cc([N+](=O)[O-])cc2c1NCC1CC=CC21 (stereo not drawn) | -1 | 2 | 2 | 1 | -8 | -2 | -1 | 2 | -5
O=C(NCCCN1CCCC1=O)c1ccccc1NS(=O)(=O)c1ccc(F)cc1 | 8 | 3 | 0 | 3 | 6 | 6 | 12 | 0 | -3
COc1ccc(C(=O)C2CCCN(C(=O)/C=C/c3ccccn3)C2)c(C)c1 (stereo not drawn) | 13 | -4 | -3 | 3 | -8 | 1 | 2 | 2 | -2
COc1ccc(NS(=O)(=O)c2cccc(C(=O)NCC3(N4CCCCC4)CCCCC3)c2)cc1 | 2 | -2 | 1 | -5 | -4 | 7 | 2 | -2 | -5
COc1ccc(C(=O)N2CCN(C(=O)C3CCCO3)CC2)cc1[N+](=O)[O-] (stereo not drawn) | · | 5 | -6 | · | · | 4 | 2 | · | ·
CCN1CCN(CCNC(=O)CCCCCn2c(=O)[nH]c3cc(C(=O)OC)ccc3c2=O)CC1 | 3 | -3 | 3 | 0 | -5 | 3 | 7 | -1 | 2
O=C(NCc1ccccn1)Nc1ccc(Cl)cc1Cl | 6 | 0 | -4 | -4 | 3 | -3 | 0 | -4 | -5
O=c1c2ccccc2[nH]c(=S)n1CCCN1CCN(c2ccccc2)CC1 | 9 | 1 | 0 | 8 | -9 | 0 | -3 | -2 | -1
CCn1c(SCC(=O)N2CCC(C)CC2)nnc1-c1ccco1 | 1 | 10 | 1 | 8 | -21 | 11 | -1 | 1 | 3
CCOCC(=O)Nc1cc(S(=O)(=O)N2CCOCC2)ccc1N1CCCCC1 | -2 | -5 | 4 | 7 | 7 | 11 | 18 | 0 | -1
CC(=O)Oc1ccc(C(=O)NCc2ccc3c(c2)OCO3)cc1 | 1 | -4 | 4 | 6 | 5 | 3 | 4 | -1 | 3
O=C(Nc1cc(Cl)cc(Cl)c1)C1C2C=CC3(O2)C1C(=O)N(CCCN1CCOCC1)C3C(=O)NC1CCCCC1 (stereo not drawn) | 10 | -7 | -4 | -2 | -5 | -3 | 26 | 3 | 2
Cc1[nH]n(C(N)=S)c(=O)c1N=Nc1ccccc1C(F)(F)F | 1 | 14 | -2 | -20 | 10 | 5 | 0 | -1 | -1
CCCN1CCc2c(sc(NC(=O)CCS(=O)(=O)c3ccccc3)c2C(=O)OC)C1 | -15 | 6 | -5 | 6 | -16 | 2 | 1 | -1 | -3
CC(=O)Nc1nc(C)c(-c2csc(Nc3ccccn3)n2)s1 | -6&-5 | 1&5 | 0&-1 | 8&-1 | -5&-3 | 13&9 | 15&10 | 12&7 | 7&-3
Cn1nc(C(C)(C)C)c([N+](=O)[O-])c1C(=O)Nc1ccc(Br)cc1 | 11 | -3 | 1 | -19 | -16 | 2 | 15 | -8 | -2
CC(C)N(Cc1ccccc1)C(=O)CN1C(=O)NC(Cc2ccccc2)(c2ccccc2)C1=O (stereo not drawn) | 5 | -8 | -2 | 3 | 0 | 7 | 7 | 0 | -4
O=C1c2cccnc2C(Nc2ccc(S(=O)(=O)N3CCCCCC3)cc2)N1Cc1ccccc1 (stereo not drawn) | -10 | 7 | -2 | 9 | -9 | -2 | 3 | -4 | 1
COc1ccc(OC)c(/C=N/NC(=O)c2csc3ccccc23)c1 | -4 | 2 | 0 | -7 | 4 | 0 | 4 | -11 | -17
COc1cccc(C(=O)N2CCCC(CCC(=O)NCc3ccc(F)c(F)c3)C2)c1 (stereo not drawn) | 0 | 5 | 0 | 6 | -5 | 7 | 9 | 0 | 3
O=C(COC(=O)Cc1ccc(F)cc1)NC1CCCC1 | -13 | 9 | 0 | 3 | -3 | 13 | 9 | 0 | 7
Cc1ccc(S(=O)(=O)N2CCN(c3ncnc4scc(-c5ccc(F)cc5)c34)CC2)cc1 | -1 | -1 | -1 | -15 | 1 | 1 | -17 | -3 | -1
O=[N+]([O-])c1ccc(S(=O)(=O)NCCCc2ccccc2)cc1 | 5 | · | -4 | 4 | 9 | · | 3 | -4 | 1
CC(=O)c1cccc(NC(=O)CCc2nc3sc4c(c3c(=O)[nH]2)CCCC4)c1 | 0 | -3 | 0 | 4 | 4 | 5 | 2 | -7 | -12
CC(O)c1nc2ccc(C(=O)O)cc2[nH]1 (stereo not drawn) | 8 | 2 | 0 | 0 | 7 | 8 | -17 | 4 | 4
O=C1c2ccccc2C(=O)N1CN(C(=O)c1ccccc1)c1ccc(O)cc1 | 12 | 1 | -3 | 3 | -8 | 4 | 18 | -1 | 3
Cc1ccc(CNC(=O)c2ccc(CS(=O)Cc3ccccc3Cl)o2)cc1 (stereo not drawn) | -5 | -4 | 0 | -1 | -10 | 0 | -15 | 1 | 7
Cc1cccc(C)c1NC(=O)C(NC=O)c1ccccc1Cl (stereo not drawn) | -8 | 3 | 0 | -1 | -28 | -2 | 8 | 0 | 0
COc1ccc(/C(O)=C2/C(=O)C(=O)N(CC3CCCO3)C2c2cccc(O)c2)cc1 (stereo not drawn) | 6 | 1 | 1 | -1 | 11 | 3 | -1 | -6 | -4

Continued.
smiles | EBNA-1 inhibitor | PAFAH2 inh | PAD4 FP inh | GSTO1 inh | ZTA DNA inh | PAFAH1B3 FP inh | PREPL inh | LYPLA1 inh | LYPLA2 counter
C/C(=N\NC=O)c1ccncc1 | 2 | -5 | -7 | 1 | 15 | 1 | 0 | -2 | -1
CC1(C)CC(=O)C(N=Nc2cc(C(F)(F)F)ccc2Cl)=C(O)C1 | 2 | 1 | 1 | 4 | 3 | -1 | 12 | 0 | 3
O=S(=O)(Nc1ccc2c(c1)oc1ccccc12)N1CCCC1 | 3 | 7 | 2 | 2 | -3 | 0 | -36 | -3 | -7
O=C(Nc1ccc2oc(-c3ccc4ccccc4c3)nc2c1)c1cccs1 | 14 | -1 | -1 | 3 | -6 | -2 | 14 | -3 | -3
CCOC(=O)C1=C(C)Nc2ccccc2N=C1NC(=O)C(c1ccccc1)c1ccccc1 | -7 | -2 | 3 | -4 | 16 | 2 | 9 | -3 | -7
CCCCN(C(=O)c1ccc(Br)o1)C1CCS(=O)(=O)C1 (stereo not drawn) | -5 | -8 | -7 | -8 | 10 | 7 | 6 | 0 | -1
NC(=O)c1c(NC(=O)Cn2cnc([N+](=O)[O-])n2)sc2c1CCCC2 | -8 | 4 | -3 | 0 | -11 | 3 | 5 | 1 | 5
COc1ccc(C(CNC(=O)c2cccc(S(=O)(=O)N3CCc4ccccc43)c2)N(C)C)cc1 (stereo not drawn) | · | 3 | -1 | · | · | 3 | -62 | · | ·
Cc1ccc(OCCn2ncc3ccccc3c2=O)c(C)c1 | 3 | 3 | 2 | -1 | -1 | 2 | 8 | -4 | -8
Nc1ccc(C(=O)N/N=C/c2c[nH]c3ccccc23)cc1 | -1 | -7 | 1 | 2 | -6 | 0 | 8 | -2 | 7
c1ccc(OCCCc2nc(-c3ccncc3)no2)cc1 | -6 | 10 | -4 | -4 | -3 | 12 | -3 | 2 | 7
